Screening results as filed in PubChem BioAssay.
PfHsp90 yeast 2: inhibits growth of yeast expressing Plasmodium falciparum Hsp90 | inhibition, % at 9.4 µM | 310,000 compounds, 0.32% hits | S. cerevisiae expressing PfHsp90, BacTiter-Glo ATP, 48 h; yeast lacking PDR1 and PDR3 efflux regulators;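 active = every replicate shows inhibition above about 80%, whatever the replicate mean, limit read from the data; inconclusive = mean inhibition reaches the set limit but some replicate falls short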;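 also: 0% = DMSO neutral controls and 100% = 20 µM radicicol positive controls; yeast relying on Plasmodium falciparum Hsp90 in place of its own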
MOR-DOR inv ag: inverse agonists of human mu-delta opioid receptor heterodimerization. cell-based MOR-DOR heterodimer luminescence, inverse agonism. inhibition, % at 9.3 µM. 340,000 compounds, 0.21% hits; in the data active = inhibition above about 22%, passing the limit was not always enough;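 also: 0% = cells with DMSO and 100% = wells without cells with DMSO; values of inactives mirror those of a sister screen read the other way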
Target sequence (P35372 whole entry, looked up): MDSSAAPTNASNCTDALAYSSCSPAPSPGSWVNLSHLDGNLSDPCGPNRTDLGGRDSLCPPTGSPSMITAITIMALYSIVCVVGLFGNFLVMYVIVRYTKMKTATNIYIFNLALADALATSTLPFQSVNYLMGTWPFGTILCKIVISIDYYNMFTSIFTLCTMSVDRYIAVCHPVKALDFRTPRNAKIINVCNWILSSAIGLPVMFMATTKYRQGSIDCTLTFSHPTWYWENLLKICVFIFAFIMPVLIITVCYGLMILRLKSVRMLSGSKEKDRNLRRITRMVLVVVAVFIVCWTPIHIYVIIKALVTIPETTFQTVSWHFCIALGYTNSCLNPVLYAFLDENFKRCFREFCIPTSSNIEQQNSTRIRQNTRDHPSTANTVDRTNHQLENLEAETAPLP
Target sequence (P41143 whole entry, looked up): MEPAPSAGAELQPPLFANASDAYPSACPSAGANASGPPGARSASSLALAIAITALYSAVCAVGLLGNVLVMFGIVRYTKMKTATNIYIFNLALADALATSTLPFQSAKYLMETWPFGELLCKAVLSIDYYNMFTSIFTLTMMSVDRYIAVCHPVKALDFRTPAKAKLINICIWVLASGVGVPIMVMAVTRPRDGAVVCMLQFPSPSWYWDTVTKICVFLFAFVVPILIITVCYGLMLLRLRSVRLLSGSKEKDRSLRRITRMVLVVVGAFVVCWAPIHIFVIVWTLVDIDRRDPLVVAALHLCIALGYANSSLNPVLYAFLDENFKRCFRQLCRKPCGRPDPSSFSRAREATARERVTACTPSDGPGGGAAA
E coli growth: counter-screen for AddAB inhibitors: E. coli growth inhibition; E. coli V3065 growth, OD600 absorbance, 18 h; AID 449728; inhibition, % at 11.9 µM; 330,000 compounds, 0.27% hits;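 active = inhibition above the campaign's mean inhibition across all tested compounds plus 3 SD, cut at about 9.9% in these data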;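 also: uninfected addAB+ strain grown without phage in ampicillin broth; 0% = DMSO wells and 100% = ciprofloxacin 0.95 µg/ml wells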
AddAB inh: less growth of phage-infected E. coli with AddAB; AID 435030; 330,000 compounds, 0.29% hits; inhibition, % at 11.9 µM; E. coli expressing H. pylori AddAB, absorbance growth; in the data active = inhibition above about 12%;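 also: 0% = vehicle wells of infected cells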
Pemphigus Ab inh: human desmoglein-3 autoantibody binding inhibition. P32926. DSG3-coupled beads, scFv-anti-DSG3-GFP binding, flow cytometry; hits give low values. 310,000 compounds, 0.48% hits. binding (percent of control), % at 10 µM;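 active = binding more than 3 SD below its plate's average and above zero; inconclusive = below that plate limit but binding exactly zero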;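 also: hits lower antibody fragment binding to DSG3; some compounds called inactive have numbers as strong as hits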
Arrestin-AP2 inh: inhibitors of human beta-arrestin and AP2 interaction. FITC-arrestin peptide / GST-AP2 beads, flow cytometry; AP2 beta2 appendage carries R879A mutation. inhibition, % at 10 µM. 340,000 compounds, 0.31% hits;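 active = inhibition above a set limit, near 3 SD of compounds lacking own fluorescence, cut at about 54% in these data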;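 also: plate controls were DMSO wells for no effect and 5 µM unlabelled arrestin peptide for full effect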
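Measured by: flow cytometry, FL1 (488/535 nm); Material: AP2 appendage R879A on GSH beads; Evaluation: percent response; Timing: pre-incubation 12 min, peptide binding 1 h, room temperature; Also added: 50 nM FITC-arrestin peptide; Medium: PBS with 0.05% Tween 20 and 0.1% BSA.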
SUMO Mot1 rescue: inhibitors of SUMOylation pathway: yeast Mot1-301 growth rescue; growth rescue, % at 18.8 µM; 320,000 compounds, 1% hits; S. cerevisiae Mot1-301 growth rescue, ATP luminescence, 38.5C; percent above DMSO median, 100 means doubled;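 active = every valid replicate shows activation above 250% relative to neutral control wells; inactive = the rest, any valid replicate at or below 250%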;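 also: OY570 slx delta 5 strain wells were the positive control but not used for scaling; some compounds called inactive have numbers as strong as hits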
phage Ecoli inh: E. coli growth loss with phage present; growth absorbance; inhibition, % at 11.9 µM; 360,000 compounds, 0.26% hits; AID 651602; in the data active = inhibition above about 11%
MOR-DOR ag: OPRM1-OPRD1 heterodimerization agonism; P35372+P41143; cells, luminescence; activation, % at 9.3 µM; 340,000 compounds, 0.3% hits; AID 504326; in the data active = activation above about 18%;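 also: 0% = vehicle-treated cells and 100% = reference agonist; values of inactives mirror those of a sister screen read the other way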
Tat transport: inhibitors of E. coli Tat protein transport | AID 488895 | 340,000 compounds, 0.036% hits | E. coli MC4100 TorA-mCherry Tat export, fluorescence | inhibition, % at 10 µM;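 active = mean replicate inhibition at least 50% and at least half of replicates individually reaching 50%; inconclusive = only one of the two criteria met; inactive = neither criterion met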;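 also: exported cargo escapes ClpAP degradation while cytoplasmic cargo is degraded and loses fluorescence; 0% = median of neutral control wells and 100% = median of NaSCN control wells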
PKA-R1A activ: PKA-R1A complex activation. activation, % at 11.4 µM. 340,000 compounds, 0.083% hits. P00514+P68181. AID 504707. PKA-R1A dissociation, Cy5-IP20 fluorescence polarization; scaled: DMSO 0%, 113 µM cGMP 100%;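 active = percent activation above the mean of all tested compounds plus 3 SD, cut at about 19% in these data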;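 also: higher means more PKAc released from R1A so a rise in polarization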
Starred values were filed as active, the others as inactive; ? = inconclusive; · = not tested or not shown; & = joins results of further samples.

#	SMILES	PfHsp90 yeast 2	MOR-DOR inv ag	E coli growth	AddAB inh	Pemphigus Ab inh	Arrestin-AP2 inh	SUMO Mot1 rescue	phage Ecoli inh	MOR-DOR ag	Tat transport	PKA-R1A activ
1	COc1cc(/C=N/NC(=O)CN2CCOCC2)ccc1OCc1ccccc1	-8	14	-3.5	1.3	106	26	-12	0.9	-2.9	-3	13
2	CN(C(=O)CN1CCC(NC(=O)C2CCCCC2)CC1)C1CCCCC1	·	13	-2.8	1.7	101	16	188	1.7	-2.8	-12	7
3	Cc1ccsc1C(=O)OCc1nc2ccccc2c(=O)[nH]1	-24	-2	-1.8	-0.9	122	-12	7	2.0	0.3	-8	-3
4	COc1ccccc1NC(=O)CN1CCC(n2c(C)nc3cc(F)ccc32)CC1	-5	9	1.9	3.0	·	24	-2	0.1	-1.5	-12	-4
5	COc1ccc([N+](=O)[O-])cc1NC(=O)c1csc(C)c1	6	-17	-0.4	-0.1	104	4	2	2.4	4.1	-3	0
6	COc1ccccc1NC(=O)CC1C(=O)NCCN1C(=O)Nc1ccc(Cl)c(Cl)c1 (centres undefined)	·	0	-0.1	3.0	112	-4	-22	2.9	0.0	42	-3
7	O=C(NNC1=Nc2cccc3cccc1c23)c1ccc(Br)cc1	28	·	-0.6	0.0	·	13	103	-1.2	·	-5	·
8	CCOC(CNC(=O)Cn1nc(Cc2ccncc2)c2ccccc2c1=O)OCC	-8	16	2.2	3.8	110	39	5	3.3	-3.5	-3	-5
9	CC1CCCC(O)(C(C(=O)O)c2ccccc2)C1 (centres undefined)	-9	10	·	·	101	4	·	3.3	-2.0	-1	2
10	COc1ccc(OC)c(/C=C/C(=O)OCC(=O)Nc2nnc(-c3ccccc3)o2)c1	-23	3	-5.8	-4.6	103	2	5	-4.1	-0.6	-5	-11
11	O=C(COC(=O)c1ccccc1OCc1ccccc1Cl)NC1CCS(=O)(=O)C1 (centres undefined)	6	8	0.6	0.7	112	-15	8	1.9	-1.9	2	-7
12	COc1cc(NC(=S)NCc2ccco2)cc(OC)c1	-23	5	1.8	1.2	98	6	5	2.4	-0.9	1	-8
13	COC(=O)CCC(=O)Nc1cccc(Cl)c1	-31	11	1.6	0.9	98	5	0	4.2	-2.7	1	-11
14	CCCn1c(SCC(=O)NCc2ccco2)nnc1C(C)C	-38	4	-0.2	-0.1	105	5	-25	-0.8	-0.7	-1	-6
15	Cc1ccc(NC(=O)Nc2ccc(F)cc2F)c(OC(F)F)c1	1	13	-0.4	3.2	97	-4	355	2.5	-2.6	1	3
16	CCn1c(/C=N/Nc2ccc(C(=O)O)cc2)nc2ccccc21	11	11	1.1	0.0	98	7	28	3.0	-2.5	-5	-1
17	O=C(NCCS(=O)(=O)N1CCN(c2ccccc2F)CC1)c1cccs1	·	4	1.5	-1.0	112	13	-10	0.4	-0.7	1	-6
18	CC(=O)NC12CC3CC(C1)CC(C(=O)OCC(=O)Nc1ncc(Cl)c(C)c1Cl)(C3)C2	·	2	1.5	-0.5	102	23	201	2.9	-0.3	-1	-1
19	Cc1cn(C2OC[C@@H](O)[C@@H]2CO)c(=O)[nH]c1=O (some centres undefined)	-35	11	0.1	0.5	101	-2	0	0.9	-2.1	-1	-6
20	Cc1ccc(C)c(S(=O)(=O)N2CCN(C(=O)CNC(=O)c3sc4ccccc4c3Cl)CC2)c1	-2	-3	·	·	116	-6	·	3.6	0.8	-1	1
21	COc1ccc(CNc2cc(C)ccn2)cc1	-20	10	-0.3	2.5	118	17	-12	2.3	-2.2	-7	11
22	O=S(=O)(/N=C(/c1ccc(F)cc1)N1CCCCC1)c1ccc(Cl)cc1	15	0	-0.4	0.5	112	29	-2	-6.6	0.1	-9	-4
23	CCN(CC)S(=O)(=O)c1cccc(NC(=O)/C=C/c2ccc([N+](=O)[O-])cc2)c1	0	-14	-0.6	0.1	115	25	4	2.1	2.6	-1	3
24	Cc1ccc(C(=O)NCCc2nnc3ccc(SCC(=O)Nc4ccccc4C)nn23)cc1	-36	-2	1.9	0.0	98	6	-11	1.3	0.3	-6	-4
25	CC(=O)N1CCN(C(=O)COC(=O)/C=C/c2ccc(C(F)(F)F)cc2)CC1	7	10	0.3	2.4	106	-1	-11	-1.1	-2.6	-3	-5
26	CCOc1ccc(NC(=O)CCC(=O)N/N=C(\C)c2cccs2)cc1	5	-11	-0.8	1.6	98	-1	-8	0.6	2.0	-3	-2
27	CCCNC(=O)CSc1nccn1Cc1ccco1	-2	14	-0.8	4.1	·	18	10	-4.6	-3.1	-2	0
28	Cc1nn(CC2CC2)c(=O)n1N(C)c1ncc(C(F)(F)F)cc1Cl	3	-2	1.4	0.4	·	-23	8	1.8	0.4	6	14
29	O=S(=O)(Nc1cccc(-c2cn3c(n2)SCC3)c1)c1ccccc1F	10	14	4.6	0.1	105	-3	-5	2.0	-2.6	10	3
30	O=C(NC1CC1)c1ccc(C2SCC(=O)N2Cc2ccccc2)cc1 (centres undefined)	11	-8	-0.3	0.7	100	2	15	6.0	1.2	1	-9
31	Cc1nn2c(COc3ccc(NC(=O)c4ccccc4Cl)cc3)nnc2c2ccccc12	-4	5	-3.0	-2.6	100	40	-3	0.1	-0.9	?	3
32	O=C1NC(=O)C(Cc2cccc(Oc3ccccc3)c2)S1 (centres undefined)	4	17	-0.5	-0.6	90	5	9	3.8	-3.0	-5	-2
33	CSc1cccc(NC(=O)CN(c2ccc(C)cc2C)S(C)(=O)=O)c1	1	-15	1.2	0.5	109	0	288	2.4	3.1	-2	-2
34	Cc1ccc(/C=N/Nc2cn[nH]c(=O)n2)o1	-10	13	-0.1	1.7	98	1	-2	4.4	-1.8	5	5
35	CC(=O)c1c(C)nc2nonc2c1N	9	5	4.1	1.0	103	-4	-10	2.6	-0.8	5	-2
36	Cc1cc(C)c(C#N)c(SCC2COc3ccccc3O2)n1 (centres undefined)	-19	-12	2.2	0.3	96	12	-9	4.2	2.1	2	-8
37	O=c1c2ccccc2oc2cc(OCc3ccc(F)cc3)cc(O)c12	18	6	·	·	100	4	-11	1.5	-1.2	0	-3
38	Cn1ccnc1SCC(=O)N1CCc2ccccc21	-12	8	-0.5	1.6	106	44	-8	1.5	-2.5	-9	3
39	CC(C)N1CCN(Cc2ccc3c(c2)Cc2ccccc2-3)CC1CCO (centres undefined)	·	-14	-2.4	-0.2	88	38	-21	2.7	2.2	-1	-5
40	Cc1cc(C(C)(C)C)cc(C)c1S(=O)(=O)N1CCN(C(=O)c2cc([N+](=O)[O-])c[nH]c2=O)CC1	-14	-1	-1.3	2.6	98	18	236	1.9	0.2	17	9
41	Oc1ccccc1-c1cc(C(F)(F)F)nc(-c2ccccc2)n1	-9	-3	-2.9	2.6	98	6	322	4.0	0.6	1	1
42	CCn1c(SCC(=O)N/N=C/C=C\c2ccccc2[N+](=O)[O-])nc2ccccc21	·	-14	-1.4	3.2	107	-4	·	0.0	2.9	5	-3
43	O=C(CCN1CCCCC1)N/N=C/c1c[nH]c2ccccc12	19	-3	1.8	3.3	106	45	-5	2.5	0.5	6	10
44	Cc1cc(C)c(C)c(OCCCCn2cnc3ccccc3c2=O)c1	-10	-6	-3.8	-0.8	97	-5	14	3.0	1.1	10	-11
45	N#C/C(=C/c1ccc(CNS(=O)(=O)c2ccccc2)o1)C(N)=O	-2	4	0.7	5.2	102	9	3	2.0	-1.0	-2	-8
46	Cc1cc(NC(=O)C(C)SCC(=O)OCC(=O)N(C)c2ccccc2)no1 (centres undefined)	3	12	-0.2	1.2	106	-1	-6	4.6	-1.8	-3	-10
47	CCC(C)c1ccc(S(=O)(=O)N2CCN(C(C)C(=O)NC3CCCC3)CC2)cc1 (centres undefined)	27	13	-1.1	0.3	113	-1	7	0.1	-3.2	12	6
48	O=C(COC(=O)Cc1ccc(Cl)cc1)Nc1ccc(OC(F)F)cc1	-9	-27	-3.3	1.7	102	7	-10	2.9	4.0	-6	-12
49	CCCn1c(Cc2ccccc2)n[nH]c1=S	16	10	1.8	2.1	106	29	164	3.9	-1.8	1	-3
50	COc1ccc(NC(=O)CN(C)CC(=O)Nc2cccc(F)c2)cc1Cl	8	7	-2.2	4.5	118	15	-10	2.7	-1.4	11	-6
51	CSCCC(NC(=O)/C(=C/c1ccc2c(c1)OCO2)NC(=O)c1cccc([N+](=O)[O-])c1)C(=O)O (centres undefined)	-2	11	1.2	3.7	85	42	-10	1.2	-1.7	-9&2	9
52	COc1cc(C(=O)N(c2ccc(C)c(C)c2)C2C=CS(=O)(=O)C2)cc(OC)c1OC (centres undefined)	-23	3	0.9	-0.2	108	3	-1	1.1	-0.5	-2	-3
53	OCC1(Cc2ccc(F)cc2F)CCCN(CCCc2ccccc2)C1 (centres undefined)	1	-32	-1.6	0.2	108	3	51	4.1	6.9	2	-10
54	CCOc1ccc(S(=O)(=O)N2CCN(C(=O)c3cc4c(s3)CCCC4)CC2)cc1	-91	0	0.9	0.5	95	11	6	0.9	0.1	-2	8
55	c1ccc(-c2nc3ccccc3[nH]2)cc1	4	3	0.8	-1.1	99	0	6	3.2	-0.6	-13	-2
56	CC(=O)c1c(C)nc(-c2ccccc2)nc1NC(=O)C(C)C	11	6	-1.4	2.9	107	0	·	4.0	-1.1	8	-5
57	CC(=O)c1cccc(NC(=O)c2cc(-c3ccco3)on2)c1	-36	-2	1.3	2.5	97	4	10	0.1	0.2	6	-3
58	CNc1snc(C)c1C(=O)OC(C)C(=O)Nc1cccc(C)c1 (centres undefined)	20	-7	1.7	-0.7	113	33	-4	3.8	1.4	8	10
59	Cc1cccc(Nc2nc(NCCO)nc(N3CCCC3)n2)c1	0	12	0.9	3.4	101	25	34	1.1	-2.2	-2	-1
60	COc1cccc(-c2cc(C(=O)N3CCCCCC3)no2)c1	-30	2	1.5	1.3	95	2	12	3.6	-0.4	7	-3
61	CC(C)(C)c1ccc(C(=O)c2c[nH]c(C(=O)NCCc3ccccn3)c2)cc1	·	8	1.4	1.8	120	-19	-4	2.5	-1.6	-6	-8
62	NS(=O)(=O)c1ccc(NC(=O)CN2CCN(S(=O)(=O)c3ccc(F)cc3)CC2)cc1	5	10	0.4	3.0	97	4	-13	1.1	-2.0	-2	6
